# MsrA inhibitor = bovine MsrA inhibition. purified bovine MsrA, absorbance read-out. inhibition, % at 15.5 µM. 360,000 tested, 0.75% active; in the data active = inhibition above about 4.5%;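 note: 0% = vehicle wells with enzyme and 100% = reference inhibitor wells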
# Tb MetRS inh = blocks T. brucei methionyl-tRNA synthetase activity. inhibition, % at 11.9 µM. AID 624268. purified T. brucei MetRS, ATP depletion, Kinase-Glo luminescence. 360,000 tested, 0.4% active;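 active = inhibition above a per-plate cutoff of the control wells' mean inhibition plus 3 SD, cut at about 5.5% in these data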;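 note: 0% = DMSO wells median and 100% = median of wells with control inhibitor compound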
#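 Measured by: Kinase-Glo luciferase luminescence reporting remaining unconsumed ATP. Material: purified T. brucei MetRS enzyme. Doses: 11.9 µM compound single dose, 0.9% DMSO. Medium: HEPES buffer containing pyrophosphatase, BSA, spermine, DTT. Times: 15 min preincubation, 2 h reaction, all 25 °C. Reagent: methionine, ATP and bulk E. coli tRNA.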
# SKN-1 block = C. elegans SKN-1 inhibition. C. elegans VP596 Pgst-4::GFP/RFP ratio, acrylamide-induced, 24 h. inhibition, % at 21.8 µM. 360,000 tested, 0.49% active;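 active = interference check ratio from 0.5 to 1.5 plus GFP to RFP signal ratio inhibition reaching or exceeding a fixed threshold, cut at about 30% in these data, passing the limit was not always enough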; note: some compounds called inactive have numbers as strong as hits
# bovine MsrA act = activates bovine MsrA enzyme; activation, % at 10.6 µM; purified bovine MsrA, absorbance read-out; 360,000 tested, 0.3% active; in the data active = activation above about 7.5%;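 note: 0% = vehicle and 100% = reference activator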
# FAS-TE inh = blocks the thioesterase domain of human fatty acid synthase; P49327; recombinant FAS-TE, OMFH fluorogenic substrate, fluorescence endpoint; inhibition, % at 15 µM; 360,000 tested, 0.67% active; AID 602261;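 active = compounds whose normalised, plate-corrected inhibition of enzyme fluorescence in the single-dose primary screen is 50% or more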;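 note: 0% = DMSO with enzyme and 100% = substrate without enzyme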
# CendR NRP1 mod = modulators of CendR peptide binding to human neuropilin-1; O14786; FAM-RPARPAR peptide binding to NRP-1, fluorescence polarization; inhibition, % at 25 µM; 360,000 tested, 0.85% active; AID 602438;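 active = inhibition or corrected inhibition above about 18%, plus a signal ratio from 0.5 to 1.5, limit read from the data, passing the limit was not always enough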; note: strong numbers were not always called active
# eLon inh = inhibitors of E. coli Lon protease. P0A9M0. purified E. coli Lon protease, fluorescence polarization. inhibition, % at 7.94 µM. 360,000 tested, 0.42% active; in the data active = inhibition above about 13%, passing the limit was not always enough;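 note: 0% = enzyme with probe and DMSO and 100% = no enzyme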
# MLLE-PAM2 inh = inhibitors of microRNA-mediated deadenylation, human PABP1 MLLE binding. GST-MLLE / FITC-PAM2 fluorescence polarization. 360,000 tested, 0.36% active. inhibition, % at 20 µM; in the data active = inhibition above about 35%, passing the limit was not always enough;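 note: plate controls were DMSO wells with GST-MLLE for no effect and wells lacking GST-MLLE protein for full effect; some results filed as inactive read as strong as hits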
# Target sequence (P11940 whole entry, looked up): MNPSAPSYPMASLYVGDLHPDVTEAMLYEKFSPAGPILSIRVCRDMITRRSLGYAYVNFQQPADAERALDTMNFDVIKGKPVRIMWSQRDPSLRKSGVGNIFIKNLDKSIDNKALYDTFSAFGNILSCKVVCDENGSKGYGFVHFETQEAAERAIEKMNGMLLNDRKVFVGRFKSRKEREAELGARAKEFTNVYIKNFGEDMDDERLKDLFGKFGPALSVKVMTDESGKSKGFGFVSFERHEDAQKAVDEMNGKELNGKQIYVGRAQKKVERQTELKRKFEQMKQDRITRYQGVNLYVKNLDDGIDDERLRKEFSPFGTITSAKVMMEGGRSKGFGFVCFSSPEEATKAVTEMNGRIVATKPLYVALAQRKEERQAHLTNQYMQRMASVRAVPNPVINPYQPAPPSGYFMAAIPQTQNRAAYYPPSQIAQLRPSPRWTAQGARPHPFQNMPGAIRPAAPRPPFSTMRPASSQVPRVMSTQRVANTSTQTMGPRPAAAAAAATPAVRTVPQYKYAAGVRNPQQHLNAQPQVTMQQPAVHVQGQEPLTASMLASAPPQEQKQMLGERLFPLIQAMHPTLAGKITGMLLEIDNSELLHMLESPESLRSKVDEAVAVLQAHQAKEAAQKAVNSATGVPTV
# MT1-MMP act inh = blocks activation of human MT1-MMP | P50281 | HT1080 RFP-PRO-GFP cells, GFP/RFP ratio fluorescence, overnight; percent of plate control window, DMSO zero | GFP/RFP ratio change, % at 20 µM | 360,000 tested, 0.061% active;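 active = GFP/RFP ratio change of at least 30% with cell ATP level not reduced by more than half and red fluorescence within 50% of control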; note: strong numbers were not always called active
#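 Assay system: RFP-PRO-GFP reporter HT1080 cells; read-out basis: GFP/RFP fluorescence ratio; benchmarks: DMSO wells and RFP-L50D-GFP cells; doses: 20 µM single dose, 1% DMSO; schedule: overnight cell settling, then overnight compound exposure, 37 °C, 5% CO2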
# Active calls of the source: *; / = no result given.
SMILES,MsrA inhibitor,Tb MetRS inh,SKN-1 block,bovine MsrA act,FAS-TE inh,CendR NRP1 mod,eLon inh,MLLE-PAM2 inh,MT1-MMP act inh
CCOc1ccc(OCCCC(=O)N(CC)CC(=O)Nc2c(F)cccc2F)cc1,0.1,-0.2,8,-1,-3,8,-11,2,-4
S=c1[nH]cnc2scc(-c3ccc(Br)cc3)c12,-0.1,-0.1,16,2,9,-6,3,22,6
COc1cc(OC)c(C2C(C(=O)N3CCOCC3)=C(C)NC3=C2C(=O)CC(C)(C)C3)cc1OC (centres undefined),1.2,-0.1,-14,-8,-6,-8,1,4,6
Nc1c(-c2cccc([N+](=O)[O-])c2)nc2ccccn12,0.6,-0.3,5,2,3,-3,6,4,4
Cc1nc2nc(-c3ccc(F)cc3)cn2nc1C,0.3,0.2,14,-2,-6,-4,-10,-10,1
CCN(CC(=O)Nc1ccc2c(c1)OCCO2)C(=O)/C=C/c1ccc([N+](=O)[O-])cc1,1.5,-0.3,17,-4,23,4,-10,-6,3
COC(=O)[C@@H]1C[C@@]2(O)[C@H](O)[C@H](O)[C@H](O)C[C@H]2N1CC(c1ccccc1)c1ccccc1,-0.7,-0.3,4,-1,-15,-5,-11,-1,-2
CC(C)N1CCN(Cc2ccncc2)CC1CCO (centres undefined),-0.7,-0.3,2,-6,-8,-1,9,10,-2
Clc1ccc(-c2csc(N/N=C/c3ccc4c(c3)OCO4)n2)cc1,3.8,-0.3,5,-1,11,-6,3,-26,-1
COc1ccccc1NS(=O)(=O)c1cc(NC(=O)C2CCC2)ccc1N1CCCCC1,1.4,-0.2,17,-2,36,-2,-3,23,-1
COC(=O)c1cc(OC)c(OC)cc1NC(=S)N1CCCC(CO)C1 (centres undefined),2.8,-0.4,8,-1,-7,7,-5,-3,-2
CCOC(=O)c1c(C)oc2ccc(OC(=O)c3cccs3)cc12,2.3,-0.9,-5,-1,22,2,-4,6,3
Cn1c(=O)c(C(=O)CCl)c(N)n(CC2CC2)c1=O,/,-0.3,21,-1,-11,4,-3,1,5
O=C(O)c1ccc(NC(=O)c2ccco2)c(NC(=O)c2ccco2)c1,0.7,-0.5,15,1,-5,-2,-5,-6,-1
C[C@H](CO)N1C[C@H](C)[C@H](CN(C)CC2CC2)Oc2ccc(NC(=O)CCN3CCOCC3)cc2C1=O,-0.7,-0.7,0,-2,-11,3,-5,10,2
COc1cc2c(C(=O)NCc3ccc4c(c3)OCO4)cn(C)c(=O)c2cc1OC,-0.4,-1.0,-13,-9,-8,-1,-7,-5,5
CCOC(=O)CC(=O)CSc1nnc2c(n1)[nH]c1ccccc12,0.8,2.0,14,-2,2,12,5,29,3
CCc1nnc(NC(=O)c2nc(S(=O)(=O)Cc3cccc(C)c3)ncc2Cl)s1,1.2,0.5,-7,-9,0,0,12,29,-10
O=C1COc2ccc(S(=O)(=O)NCCc3ccccc3)cc2N1,-0.7,-0.4,-14,-11,-5,7,-5,-7,-1
COc1cc2oc(=O)cc(CN3CCN(c4ccccc4OC)CC3)c2cc1Cl,0.4,-0.1,8,-3,-3,3,-8,-59,1
CC(=O)C(Sc1nccc(-c2cccs2)n1)C(C)=O,0.1,-0.1,1,-4,-2,2,0,36*,0
Cc1ccc(S(=O)(=O)N(CC(=O)N(C)C)c2cccc([N+](=O)[O-])c2)cc1,-1.2,-0.8,-26,-7,-4,6,1,7,-2
CCOC(=O)c1cc(-c2ccc(OC)cc2)nn1-c1ccccc1C(=O)O,0.6,-0.1,-10,4,-8,-15,-17,0,0
COc1ccc(N2C(=O)CC(Sc3nnc(-c4ccccc4F)n3C)C2=O)cc1 (centres undefined),-2.1,-0.5,-1,-4,-2,2,-3,23,-2
Cc1nc(NC(=O)c2cc3c(s2)CCCCC3)sc1C(=O)N(C)C,1.1,-0.3,14,-5,-1,0,1,0,3
Cc1ccccc1C1=NC(C(F)(F)F)(C(F)(F)F)c2c(n(C)c(=O)n(C)c2=O)N1,5.4*,-0.5,0,-6,-6,-3,-1,5,-5
Cc1cc(C(=O)N2CCC2(C)C(=O)NCc2cccc3ccccc23)nn1C (centres undefined),-0.6,0.5,-7,0,-2,11,-8,7,3
CCN(C(=O)CN1CCN(C)CC1)c1cccc2ccccc12,-2.3,0.0,7,-4,-3,-10,0,5,-5
Cc1ccc(NC(=O)C2CCN(S(=O)(=O)c3ccc4c(c3)CC(C)N4C(=O)C3CCC3)CC2)nc1 (centres undefined),-0.1,-0.5,-14,-7,11,2,8,0,14
CCCN(CCC)C(=O)c1cc2c(=O)[nH]c3ccc(C)cc3c2s1,2.5,0.4,-15,-3,2,-1,-1,3,-5
COC(=O)/C(=C\Nc1ccc(Cl)c2ccccc12)c1ncc(C(F)(F)F)cc1Cl,/,-1.7,-34,-6,20,-5,2,8,-3
O=C(CSc1nc2ccccc2o1)N1CCCC1,0.8,-1.9,6,-7,-6,6,-8,-29,2
COc1ccc(OC)c(C2C3=C(CC(C)(C)CC3=O)Nc3nnnn32)c1 (centres undefined),1.1,-1.7,-5,-13,-11,-5,-10,-7,0
Clc1nc(Cl)nc(N(c2ccccc2)c2ccccc2)n1,0.5,-0.2,6,-6,-11,4,-5,1,4
COc1cc2nc(NC(=O)c3ccc(F)cc3Cl)sc(=O)c2cc1OC,/,-1.5,5,-10,22,-9,-1,27,1
CC(C)c1ccc(NC(=O)CSc2ncccc2C(=O)Oc2cccc([N+](=O)[O-])c2)cc1,1.1,-0.3,2,-2,3,-4,-2,-50,5
O=[N+]([O-])c1cnccc1NC1CCCCC1,1.0,-1.4,-16,-7,-4,-2,-1,3,2
COc1ccc(C(=O)NC2CCN(S(=O)(=O)c3ccc(F)cc3)CC2)cc1,1.5,-0.4,0,-3,-3,-12,-11,3,-5
Cc1cccc(N2C(S)=C(C#N)C(=O)NC2c2ccco2)c1 (centres undefined),0.9,-0.4,7,-7,-8,-28,4,-7,-2
CC1CCCCN1C(=O)CN1C(=O)CSc2ccc(S(=O)(=O)N3CCOCC3)cc21 (centres undefined),0.2,-0.4,-9,-3,-5,2,-7,19,-2

# One compound at a time, as listed above:
# Clc1nc(Cl)nc(N(c2ccccc2)c2ccccc2)n1 is listed as MsrA inhibitor: 0.5; Tb MetRS inh: -0.2; SKN-1 block: 6; bovine MsrA act: -6; FAS-TE inh: -11; CendR NRP1 mod: 4; eLon inh: -5; MLLE-PAM2 inh: 1; MT1-MMP act inh: 4
# Cc1cc(C(=O)N2CCC2(C)C(=O)NCc2cccc3ccccc23)nn1C (centres undefined) is listed as MsrA inhibitor: -0.6; Tb MetRS inh: 0.5; SKN-1 block: -7; bovine MsrA act: 0; FAS-TE inh: -2; CendR NRP1 mod: 11; eLon inh: -8; MLLE-PAM2 inh: 7; MT1-MMP act inh: 3

# (further entries)
SMILES,MsrA inhibitor,Tb MetRS inh,SKN-1 block,bovine MsrA act,FAS-TE inh,CendR NRP1 mod,eLon inh,MLLE-PAM2 inh,MT1-MMP act inh
C=C(C)Cn1c(N2CC(C)CC(C)C2)nc2c1c(=O)[nH]c(=O)n2C (centres undefined),-1.8,-0.5,0,-5,-5,0,-7,-1,1
CCN(Cc1ccccc1)S(=O)(=O)c1cc(C(=O)NC(C)C2CC3CCC2C3)ccc1OC (centres undefined),-0.2,0.0,6,-3,34,2,-14,-12,-9
COC(=O)c1cc(Nc2cc(C)c3ccc(O)cc3n2)cc(C(=O)OC)c1,1.0,-0.5,-12,-5,-6,6,1,8,-5
Oc1ccc(-c2n[nH]c(=S)n2-c2ccc3c(c2)OCCO3)cc1,0.0,-0.7,4,-4,-11,9,2,20,0
N#C/C(=C\c1ccccc1O)C(=O)Nc1cccnc1,0.0,0.7,1,-1,-3,17,-1,-8,0
CC(C)Nc1nc(Nc2ccc(Cl)cc2F)c2sccc2n1,0.8,-0.1,28,0,10,-2,8,7,-10
CCOCCn1c(CN2CCN(c3cccc(Cl)c3)CC2)nc2c1c(=O)n(C)c(=O)n2C,0.3,-0.6,-9,0,38,-1,-3,19,0
CC(C(=O)O)n1cnc2sc3c(c2c1=O)CCCC3 (centres undefined),0.1,-1.2,0,-2,-7,6,-4,5,0
COCc1cc(C)nc(SCC(=O)Nc2ccc3c(c2)n(C)c(=O)n3C)c1C#N,0.6,-0.5,-3,-8,-1,0,-1,11,13
CCC(=O)Nc1nnc(C)s1,1.2,-0.8,11,1,-3,15,-3,5,2
CC(=O)NC12CC3CC(C1)CC(C(=O)N1CCN(S(=O)(=O)c4ccccc4[N+](=O)[O-])CC1)(C3)C2,1.0,-0.3,-1,-1,0,-1,-13,10,0
CC(=O)c1cccc(-c2ccnc3c2CC(C(=O)NCCC(F)(F)F)O3)c1 (centres undefined),-0.3,-0.2,-4,-10,-4,-2,10,-4,-6
C[C@H]1CN([C@@H](C)CO)S(=O)(=O)c2ccc(C#CC3(O)CCCC3)cc2O[C@@H]1CN(C)C(=O)Cc1cccnc1,0.7,-0.6,-14,-3,-5,-5,6,-4,1
COc1ccc2oc(C(=O)OCC(=O)N3CCCC3=O)c(C)c2c1,0.0,-0.3,5,0,-3,-4,-1,4,3
O=C(Nc1ccc(NS(=O)(=O)c2ccc([N+](=O)[O-])cc2)cc1)c1ccco1,0.1,-0.1,-2,-3,14,7,4,-3,0
CCN1CCN(C(=O)CSc2cc(=O)n(CC)c3ccccc23)CC1,0.1,-0.2,3,1,-2,-5,-1,-1,8
Cc1cccc(OC(C)C(=O)Nc2nccs2)c1 (centres undefined),1.6,-0.2,5,-3,-1,5,-3,1,-2
Cc1ccc(C(=O)NCC(=O)OCC(=O)Nc2cc(C)c(C)cc2[N+](=O)[O-])cc1,0.0,-0.9,-6,-4,-2,-2,-14,4,2
COc1ccc2c(c1)[C@H]1[C@H](CO2)[C@H](c2ccccc2)[C@]2(C)C(=O)N(CC3CCCO3)CC(=O)N12 (some centres undefined),0.7,0.2,8,-2,-5,-6,-1,13,4
CCN(CC)c1c([N+](=O)[O-])c(=O)n(CC)c2ccccc12,0.6,0.2,13,-1,6,0,-9,7,4
NCC(c1ccccc1Cl)c1c[nH]c2ccccc12 (centres undefined),-0.7,0.4,12,-3,-10,0,-5,-12,-3
O=C(NCCc1ccc(Cl)cc1)c1cccc(S(=O)(=O)N2CCCC2)c1,-0.2,-0.1,7,-1,6,-3,12,-4,3
Cn1cc(C(=O)NS(=O)(=O)Nc2ccc(Br)cn2)c2ccccc21,0.1,-0.5,3,-10,0,-2,-4,5,4
CC(C)(C)n1nnnc1C(c1ccccc1)N1CCN(c2ccc(C(F)(F)F)cn2)CC1 (centres undefined),0.1,-0.6,14,-2,30,-2,4,/,-7
O=C(CS(=O)(=O)Cc1ccccc1)N1CCN(C(=O)c2ccco2)CC1,0.4,0.1,7,-2,-8,-13,-4,5,4
O=C(Nc1nc(-c2ccccc2)cs1)c1cccc(S(=O)(=O)N2CCN(Cc3ccccc3)CC2)c1,-0.8,0.9,23,-7,26,-5,-12,-5,-8
Cc1cc(CN2C(=O)c3ccccc3C2=O)on1,-0.4,2.4,-11,2,-7,6,5,-7,3
O=C(c1cccc(C(F)(F)F)c1)N1CCCC1,0.2,-0.8,2,-4,-4,6,0,2,0
CNNC(=S)NCCC1=CCCCC1,0.0,-0.5,-4,-4,-4,2,11,-122,-1

# Screening data deposited in PubChem BioAssay by several laboratories.
